High-throughput results (PubChem BioAssay)
Lamin A splicing: qHTS Assay for Modulators of Lamin A Splicing. Potency, µM (series often up to 46.1 µM), inactives show at the highest dose ratio change, negative = inhibition, actives largely listed as inhibitors. HeLa LMNA splicing GFP/RFP minigene ratio, 48 h. 200,000 compounds, 0.01% hits; active means well fitted inhibition curve with a large enough effect in the signal ratio, with a control signal flat, not every such curve was filed as active; inconclusive means small, poorly fitted or top-dose-only effect, or effect the other way, or a change in a side signal; the % refers to the signal ratio; further: potency means the concentration at half of the fitted maximal effect; on the % scale 0 is the no-effect control and ±100 the full control effect
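S3 HeLa stable clones carrying a lamin A-EGFP splicing minigene plus DsRed2 were seeded at 600 cells/well in Opti-MEM with 2% FBS, pin-dosed and incubated 48 h at 37°C. Acumen cytometry (488 nm) gave the GFP/RFP total-intensity ratio.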
Epigenetic reg: Quantitative High-Throughput Screen for Regulators of Epigenetic Control. Potency, µM (top dose mostly 53.9 µM), for inactives: at the highest dose GFP activation, actives largely listed as activators. murine LDR cells, GFP reporter derepression, 30 h. AID 1865, 2009. 280,000 compounds, 0.2% hits; further: potency means the concentration at half of the fitted maximal effect; % of control where 0% means no effect; nearly all actives have a fitted effect of over 60% in size
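Reporter derepression read as number of fluorescent GFP-positive objects, 20-120 um in size, counted by laser-scanning cytometer. Mouse LDR line with an epigenetically silenced CMV-GFP locus; compound incubation 30 h, 37 C.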
IMPase Li inh: qHTS Assay for Identifying the Cell-Membrane Permeable IMPase Inhibitors: Potentiation with Lithium | CHO-M1 cells, IP1 TR-FRET (IP-One), carbachol + lithium | Potency, µM (titrated, usually from 59.4 µM), without a hit: at the highest dose activity, negative = IMPase inhibition, actives largely listed as inhibitors | 210,000 compounds, 0.35% hits | AID 1457, 2008;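 further: IP1 builds up when IMPase is blocked and the TR-FRET signal falls; potency means the concentration at half of the fitted maximal effect; plate controls were basal vehicle for no effect and high inhibitor control for full effect; nearly all actives have a fitted effect of over 50% in size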
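Test compounds were applied to CHO-M1 cells previously cultured for 16–30 h at 2000 per well. A small lithium amount accompanied them; after 30 min at 37C, IP1 was quantified by TR-FRET.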
CBFb RUNX1 block: qHTS Assay for Compounds Blocking the Interaction Between CBF-beta and RUNX1 for the Treatment of Acute Myeloid Leukemia; Runt-related transcription factor 1 (Homo sapiens) + Core-binding factor subunit beta …; AlphaScreen CBFb-His/RUNX1-biotin binding, biochemical; Potency, µM (doses to about 59.8 µM), inactives show top-dose activity, negative = inhibition, actives largely listed as inhibitors; 230,000 tested, under 10 active; AID 1477, 2009; further: % of control where 0% means no effect
Target sequence (Q01196 whole entry, looked up): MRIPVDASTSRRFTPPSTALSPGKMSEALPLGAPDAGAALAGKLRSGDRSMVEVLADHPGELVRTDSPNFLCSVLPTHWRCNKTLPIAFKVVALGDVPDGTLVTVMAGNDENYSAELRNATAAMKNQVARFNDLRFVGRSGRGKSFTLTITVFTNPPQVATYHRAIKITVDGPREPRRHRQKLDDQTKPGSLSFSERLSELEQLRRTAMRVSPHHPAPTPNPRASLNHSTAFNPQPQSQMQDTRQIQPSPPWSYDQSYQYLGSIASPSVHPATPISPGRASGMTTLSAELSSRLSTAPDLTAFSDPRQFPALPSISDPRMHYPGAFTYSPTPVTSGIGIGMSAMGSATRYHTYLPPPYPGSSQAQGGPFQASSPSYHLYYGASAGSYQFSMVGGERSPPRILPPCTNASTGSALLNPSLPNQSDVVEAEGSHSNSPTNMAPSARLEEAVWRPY
Target sequence (Q13951 whole entry, looked up): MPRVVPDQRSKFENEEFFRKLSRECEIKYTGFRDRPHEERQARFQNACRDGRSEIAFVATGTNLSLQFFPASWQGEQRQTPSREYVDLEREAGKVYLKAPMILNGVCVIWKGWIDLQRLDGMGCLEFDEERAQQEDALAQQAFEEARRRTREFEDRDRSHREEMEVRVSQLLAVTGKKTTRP
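Bead-based AlphaScreen assay; binding partners His-tagged CBF-beta and biotinylated RUNX1 at 30 nM each. Compound exposure 15 min after a 20-min protein preincubation; bead step 90 min; all steps at room temperature.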
KinaseGlo FLuc: Counterscreen for Luciferase (Kinase-Glo TM) Inhibition | Luciferin 4-monooxygenase (Photuris pensylvanica), Q27757 | 200,000 compounds, 0.28% hits | Kinase-Glo luciferase, ATP luminescence, 8 min | Potency, µM (titrated, usually from 38.3 µM), without a hit: top-dose activity change, negative = inhibition, hits mostly inhibitors; further: potency means the concentration at half of the fitted maximal effect; on the % scale 0 is the no-effect control and ±100 the full control effect; nearly all actives have a fitted effect of over 60% in size
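Inhibition of Kinase-Glo luciferase light generation was assessed at 10 uM ATP in pH 7.2 imidazole buffer, with luminescence measured after eight minutes at ambient temperature.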
NPSR antagonist: qHTS Assay for Antagonists of the Neuropeptide S Receptor: cAMP Signal Transduction | CHO-NPSR cells, cAMP TR-FRET, antagonist mode | Potency, µM (series often up to 38.3 µM), without a hit: at the top dose activity change, negative = inhibition, most hits filed as inhibitors | 220,000 compounds, 1% hits | AID 1461, 2008; further: potency means the concentration at half of the fitted maximal effect; on the % scale 0 is the no-effect control and ±100 the full control effect; nearly all actives have a fitted effect of over 50% in size; many of its hits are not listed in these tables
Target sequence (Q6W5P4 whole entry, looked up): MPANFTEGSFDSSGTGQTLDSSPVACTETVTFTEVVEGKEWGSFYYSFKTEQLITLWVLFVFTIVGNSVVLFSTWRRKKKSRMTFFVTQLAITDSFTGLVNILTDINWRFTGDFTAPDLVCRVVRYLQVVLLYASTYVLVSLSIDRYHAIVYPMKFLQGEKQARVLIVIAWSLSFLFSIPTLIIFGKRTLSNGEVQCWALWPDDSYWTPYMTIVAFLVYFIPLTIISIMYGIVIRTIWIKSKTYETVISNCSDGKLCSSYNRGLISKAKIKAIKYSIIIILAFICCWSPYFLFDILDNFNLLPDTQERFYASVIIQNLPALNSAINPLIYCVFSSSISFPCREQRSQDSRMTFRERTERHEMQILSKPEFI
HTT aggregate: qHTS Multiplex Assay to Identify Dual Action Probes in a Cell Model of Huntington: Aggregate Formation (GFP) | PC12 HttQ103-GFP aggregates, Acumen cytometry, 40 h | Potency, µM (top dose mostly 46.1 µM), for the others: at the highest dose activity change, negative = inhibition, actives largely listed as inhibitors | 220,000 compounds, 1.1% hits | AID 1688, 2009; further: potency means the concentration at half of the fitted maximal effect; on the % scale 0 is the no-effect control and ±100 the full control effect; nearly all actives have a fitted effect of over 60% in size
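Inducible Q103 Huntingtin exon 1–GFP PC12 line, 1500 cells/well in phenol red free DMEM with 5% equine and 5% calf serum. Tebufenozide 100 nM induced expression; compounds titrated; aggregates quantified by cytometry.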
* = called active by the depositor; ? = inconclusive; nt = not tested or not shown; [ ] = dose if it differs, or a comment. Unless noted, the call rests on the fitted dose curve; in most records, active means well fitted curve in the direction sought with a large enough effect; inconclusive means small, poorly fitted or top-dose-only effect, or another doubt; inactive means no such curve, though single readings can be large; an effect the other way counts as inactive or inconclusive.

Letter code – A = Lamin A splicing; B = Epigenetic reg; C = IMPase Li inh; D = CBFb RUNX1 block; E = KinaseGlo FLuc; F = NPSR antagonist; G = HTT aggregate
O=C(CN1CCN(c2ccccc2O)CC1)NCCCc1ccccc1
  A: ? | B: 11% | C: 0% | D: 5% | E: -1% | F: 6% | G: -11%

CCOc1ccccc1-n1c(SCC(=O)N2CCCC2)nnc1-c1ccoc1C
  A: 10% | B: -8.2% | C: 8%[38.3 µM] | D: 2% | E: -7% | F: -5%[46.1 µM] | G: -16%[9.22 µM]

CNCc1sccc1C
  A: nt | B: -0.3% | C: -4% | D: 4% | E: nt | F: 12% | G: 2%

O=C(c1ccccc1)N1N=C(c2ccccc2)CC1c1ccccc1[N+](=O)[O-] (configuration not stated)
  A: -9% | B: 0.0% | C: 10% | D: 2% | E: 1% | F: -29% | G: -9%

CC1CCC2(CC1)NC(=O)N(CC(=O)Nc1ccc3c(c1)CCC3)C2=O (configuration not stated)
  A: nt | B: -1.9% | C: nt | D: 16% | E: nt | F: 0% | G: -1%[9.22 µM]

COC(=O)CN1C(=S)N(c2ccc(OC)cc2)C(=O)/C1=C/c1ccc(N2CCOCC2)cc1
  A: ? | B: 13% | C: 1% | D: -13% | E: 1% | F: -18% | G: ?

O=c1c2ccccc2[nH]c(=S)n1CCN1CCCC1
  A: 21%[46 µM] | B: -1.9% | C: 11% | D: -20% | E: 2% | F: 9% | G: 3%

Cc1cccc(NC(=O)c2cc3c(s2)-c2c(C)cccc2OC3)n1
  A: nt | B: -1.2% | C: nt | D: 22% | E: nt | F: -18% | G: 29%[9.22 µM]

Cc1ccccc1NS(=O)(=O)c1ccc(NC(=O)c2ccco2)cc1
  A: -13% | B: -1.0% | C: 50%[activator][38.3 µM] | D: -2% | E: 4% | F: -6%[46.1 µM] | G: -11%

Clc1ccc(-c2nnc(CNC3CC3)o2)cc1
  A: -3% | B: -0.9% | C: 1% | D: 7% | E: 0% | F: 16% | G: ?

Cc1ccc(C)n1NC(=O)c1cccs1
  A: 4% | B: -1.0% | C: 15%[38.3 µM] | D: -7% | E: 1% | F: -7%[46.1 µM] | G: ?

O=C1NC[C@@H](Cc2cccc3ccccc23)N(CC2(c3ccccc3)CC2)C1=O
  A: nt | B: 0.6% | C: nt | D: 9% | E: nt | F: ? | G: -2%[9.22 µM]

O=C(CN1CCC(C(=O)c2ccc(F)cc2)CC1)Nc1ccc(F)cc1
  A: ? | B: -1.0% | C: -4% | D: 0% | E: 2% | F: 14%[46.1 µM] | G: ?

O=C(COc1ccccc1)Nc1ccc(Cl)c(-c2nc3ncccc3o2)c1
  A: ? | B: -1.2% | C: -6% | D: 23% | E: 1% | F: -3%[46.1 µM] | G: 2%

O=C(CSCc1nc2ccccc2[nH]1)Nc1ccc2ccccc2c1
  A: -3% | B: 0.0% | C: nt | D: -2% | E: nt | F: -9%[46.1 µM] | G: 16%

COCCn1c(SCC(=O)N2CC(=O)Nc3ccccc32)nnc1-c1ccoc1C
  A: -19% | B: 1.0% | C: -1% | D: 7% | E: 1% | F: 2%[46.1 µM] | G: 24%

CCOC(=O)c1c(NC(=O)CCN2CCOCC2)sc(C)c1-c1ccccc1
  A: ? | B: 5.2% | C: 11% | D: 0% | E: -4% | F: 35% | G: -8%[9.22 µM]

CCOC(=O)c1cc(C(=O)c2cccs2)n2ccc(C(C)=O)cc12
  A: 1% | B: 0.7% | C: 21%[38.3 µM] | D: 3% | E: -4% | F: -25%[46.1 µM] | G: -1%

O=C(Nc1ccc2c(c1)C(=O)N(c1ccccc1)C2=O)C1CCCO1 (configuration not stated)
  A: 3% | B: -10% | C: -4% | D: 10% | E: -1% | F: -14%[46.1 µM] | G: -2%

Cc1ccc(-c2nc(NCc3ccco3)n(C(=O)c3ccco3)n2)cc1
  A: nt | B: -0.2% | C: 1% | D: -4% | E: nt | F: -38% | G: 3%

C[N+]1(C)CCC[C@@H](OC(=O)C(O)(c2ccccc2)c2ccccc2)C1
  A: ? | B: 1.1%[16.9 µM] | C: 29% | D: 18%[21.7 µM] | E: 2%[17.1 µM] | F: nt | G: -5%[20.6 µM]

COc1cccc(CN2CCSCC2)c1
  A: 17% | B: -2.1% | C: -13%[38.3 µM] | D: 2% | E: 0% | F: 0%[46.1 µM] | G: -4%[9.22 µM]

CCCCNC(=O)CCn1c(=O)c2ccccc2n(CC(=O)N2CC(C)CC(C)C2)c1=O (configuration not stated)
  A: 1% | B: -1.1% | C: 17%[38.3 µM] | D: -6% | E: 0% | F: -8%[46.1 µM] | G: 13%

Cc1ccc(NC(=O)CSc2nn(-c3ccc(Cl)cc3)c(=S)s2)cc1S(=O)(=O)N(C)C
  A: ? | B: 0.0% | C: 6% | D: -8% | E: -4% | F: -44% | G: -5%

O=C(c1ccc(C(F)(F)F)cc1)C1CCCN(C(=O)CCN2CCCO2)C1 (configuration not stated)
  A: ? | B: 1.0% | C: 2% | D: 13% | E: -1% | F: -15% | G: 4%[9.22 µM]

Sorted by number of heavy atoms (falling): part of the list above.
Letter code – A = Lamin A splicing; B = Epigenetic reg; C = IMPase Li inh; D = CBFb RUNX1 block; E = KinaseGlo FLuc; F = NPSR antagonist; G = HTT aggregate
COC(=O)CN1C(=S)N(c2ccc(OC)cc2)C(=O)/C1=C/c1ccc(N2CCOCC2)cc1
  A: ? | B: 13% | C: 1% | D: -13% | E: 1% | F: -18% | G: ?

Cc1ccc(NC(=O)CSc2nn(-c3ccc(Cl)cc3)c(=S)s2)cc1S(=O)(=O)N(C)C
  A: ? | B: 0.0% | C: 6% | D: -8% | E: -4% | F: -44% | G: -5%

O=C(CSCc1nc2ccccc2[nH]1)Nc1ccc2ccccc2c1
  A: -3% | B: 0.0% | C: nt | D: -2% | E: nt | F: -9%[46.1 µM] | G: 16%

The list continues:
Letter code – A = Lamin A splicing; B = Epigenetic reg; C = IMPase Li inh; D = CBFb RUNX1 block; E = KinaseGlo FLuc; F = NPSR antagonist; G = HTT aggregate
CC(C)C(=O)Nc1cccc(C(=O)OCC(=O)c2ccc(Cl)cc2Cl)c1
  A: 3% | B: -2.7% | C: 25%[38.3 µM] | D: 3% | E: 16% | F: 1%[46.1 µM] | G: 9%

CSc1ncccc1C(=O)NC(C)C1CC2CCC1C2 (configuration not stated)
  A: 15%[46 µM] | B: 1.1% | C: 3% | D: 2% | E: -3% | F: -4% | G: -4%

COc1ccc(OC)c(S(=O)(=O)N2CCC(C(=O)Nc3cccc(C(F)(F)F)c3)CC2)c1
  A: ? | B: -0.8% | C: 21%[38.3 µM] | D: 9% | E: -4% | F: -8%[46.1 µM] | G: -30%

COc1ccc(S(N)(=O)=O)cc1C(=O)NCCCN1CCN(c2ccc(C)cc2)CC1
  A: 14% | B: -1.2% | C: 3%[38.3 µM] | D: -2% | E: 0% | F: -4%[46.1 µM] | G: 19%

Cn1c(SCC(=O)Nc2ccccc2)nc2c([nH]c3ccccc32)c1=O
  A: ? | B: -1.6% | C: 32%[activator] | D: -8% | E: 2% | F: -23% | G: -6%

O=C(O)C1(S(=O)(=O)CCC(F)=C(F)F)CC1
  A: ? | B: 1.1% | C: -8% | D: -9% | E: -1% | F: 12% | G: -3%

O=c1cccccc1NCc1ccccc1
  A: 4% | B: -1.2% | C: 35%[activator][38.3 µM] | D: 1% | E: -3% | F: -8%[46.1 µM] | G: -13%

ON1C2CCCCC2N(O)C1c1c(F)c(F)c(F)c(F)c1F (configuration not stated)
  A: 1% | B: 0.9% | C: -3% | D: 1% | E: -1% | F: -11%[46.1 µM] | G: 17%

CC1CN(C(=O)N2CCCCC2)CCN1C(=O)N1CCCCC1 (configuration not stated)
  A: 0%[46 µM] | B: 0.0% | C: 7% | D: -3% | E: 0% | F: -8% | G: -11%[9.22 µM]

CCOC(=O)C1(CC2CC2)CCN(S(=O)(=O)C[C@]23CC[C@H](CC2=O)C3(C)C)CC1
  A: nt | B: -7.1% | C: 7% | D: 7% | E: 3% | F: 35% | G: 11%[9.22 µM]

O=C(O/N=C\c1ccc(N2CCCCC2)c([N+](=O)[O-])c1)c1ccc(Cl)cc1Cl
  A: 18% | B: -3.2% | C: 3%[38.3 µM] | D: ? | E: 4% | F: -19%[46.1 µM] | G: -28%

CCOC(=O)c1sc2nc(CC(=O)OC)nc(N3CCN(c4ccc(OC)cc4)CC3)c2c1C
  A: ? | B: 2.1% | C: 62%[activator][38.3 µM] | D: -4% | E: -1% | F: 32µM* | G: -5%

Cc1ccc(S(=O)(=O)N2CCOCC2)cc1NC(=O)COC(=O)c1ccc2c(c1)OCO2
  A: 3%[46 µM] | B: 0.0% | C: 2% | D: -1% | E: 0% | F: -13% | G: 8%

CC(C)N1CCC(N2CCN(C3CCCCCC3)CC2CCO)CC1 (configuration not stated)
  A: nt | B: -0.6% | C: 8% | D: 10% | E: 6% | F: -10% | G: 3%

CC(=O)c1ccc(N2CCN(C(=S)NCCCN(C)C)CC2)cc1
  A: -4%[46 µM] | B: 0.0% | C: 1% | D: ? | E: 0% | F: 13% | G: 19%

CC(C)OCCCNC(=S)NNC(=O)c1ccc(Cl)c(Cl)c1
  A: 13%[46 µM] | B: -1.4% | C: 7% | D: 2% | E: 6% | F: 33% | G: 24%[9.22 µM]

CC1CCC(C(=O)NC(C(=O)N2CCC(N3CCCCC3)CC2)C(C)C)CC1 (configuration not stated)
  A: 7% | B: -1.1% | C: -17%[38.3 µM] | D: -4% | E: -3% | F: -5%[46.1 µM] | G: 16%

Nc1[nH]nc2nc3ccccc3nc12
  A: nt | B: -0.3% | C: 45%[activator] | D: 13%[21.7 µM] | E: -5% | F: nt | G: nt

Cc1nc(N2CCN(C(c3ccccc3)c3ccccc3)CC2)[nH]c(=O)c1C
  A: 9% | B: 0.0% | C: -13%[38.3 µM] | D: -2% | E: 1% | F: 11%[46.1 µM] | G: 19%

Some of the compounds tested; the hit share may differ from the screen's.
